Screens from PubChem.
Arr AP2 block – inhibitors of beta-arrestin/AP2 binding, primary screen, biochemical, GPCR trafficking, flow cytometry. FITC-arrestin peptide / GST-AP2 beads; AP2 beta2 appendage carries R879A mutation. inhibition, % at 10 µM. 340,000 compounds, 0.31% hits;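 active = inhibition above a set limit, near 3 SD of compounds lacking own fluorescence, cut at about 54% in these data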;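 note: plate controls were DMSO wells for no effect and 5 µM unlabelled arrestin peptide for full effect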
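Measured by: flow cytometry, FL1 (488/535 nm); Material: AP2 appendage R879A on GSH beads; Evaluation: percent response; Timing: pre-incubation 12 min, peptide binding 1 h, room temperature; Also added: 50 nM FITC-arrestin peptide; Medium: PBS with 0.05% Tween 20 and 0.1% BSA.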
SUMO Mot1 rescue – yeast Mot1-301 growth rescue at high temperature, primary screen, SUMOylation pathway inhibitor project, S. cerevisiae, ATP luminescence, 38.5C. S. cerevisiae Mot1-301 growth rescue; percent above DMSO median, 100 means doubled. growth rescue, % at 18.8 µM. 320,000 compounds, 1% hits. AID 2716, 2010;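 active = every valid replicate shows activation above 250% relative to neutral control wells; inactive = the rest, any valid replicate at or below 250%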;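 note: OY570 slx delta 5 strain wells were the positive control but not used for scaling; some compounds called inactive have numbers as strong as hits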
PKA-R2B act – activators of PKA-R2B holoenzyme, primary screen, biochemical, fluorescence polarization, Cy5-IP20, human; PKA-R2B holoenzyme dissociation; R2B truncated from residue 108, S112A mutant; 0% DMSO only, 100% 113 µM cGMP; activation, % at 11.4 µM; 340,000 compounds, 0.079% hits; AID 504700, 2011;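 active = activation above a cutoff set at the mean over all compounds plus 3 SD, cut at about 18% in these data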;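 note: higher means more holoenzyme dissociation and a rise in polarization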
Pemphigus Ab inh – inhibitors of pemphigus antibody binding to DSG3, primary screen, biochemical, bead-based, flow cytometry, scFv-GFP | 310,000 compounds, 0.48% hits | binding (percent of control), % at 10 µM | Desmoglein-3 (Homo sapiens), P32926 | DSG3-coupled beads, scFv-anti-DSG3-GFP binding; hits give low values;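 active = binding more than 3 SD below its plate's average and above zero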;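 note: hits lower antibody fragment binding to DSG3; some compounds called inactive have numbers as strong as hits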
SR-BI HDL uptake – inhibitors of SR-BI mediated HDL lipid uptake, primary screen, ldlA[mSR-BI] cells, fluorescence, single point; AID 488896, 2010; inhibition, % at 12.5 µM; ldlA[mSR-BI] CHO cells, DiI-HDL uptake fluorescence, 3 h; 320,000 compounds, 0.96% hits;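 active = mean replicate inhibition of at least 70% and a set share of replicates each scoring 70 or more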;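 note: 0% = median of neutral control wells and 100% = median of positive control wells; values of inactives mirror those of a sister screen read the other way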
Target sequence (Q61009 whole entry, looked up): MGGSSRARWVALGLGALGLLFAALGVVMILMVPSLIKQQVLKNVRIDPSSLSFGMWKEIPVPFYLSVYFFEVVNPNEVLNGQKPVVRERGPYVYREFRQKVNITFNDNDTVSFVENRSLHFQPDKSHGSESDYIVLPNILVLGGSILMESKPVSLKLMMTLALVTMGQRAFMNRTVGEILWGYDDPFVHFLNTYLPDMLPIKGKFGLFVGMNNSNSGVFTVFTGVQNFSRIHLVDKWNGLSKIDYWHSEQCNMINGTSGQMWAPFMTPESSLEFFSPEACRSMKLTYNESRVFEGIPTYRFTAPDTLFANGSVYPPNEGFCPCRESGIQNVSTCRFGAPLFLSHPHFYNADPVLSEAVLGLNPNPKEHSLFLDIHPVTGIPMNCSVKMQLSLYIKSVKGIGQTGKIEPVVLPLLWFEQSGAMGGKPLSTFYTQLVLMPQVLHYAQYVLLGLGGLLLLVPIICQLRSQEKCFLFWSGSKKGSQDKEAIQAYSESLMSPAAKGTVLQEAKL
dFosB act – activators of delta FosB homodimer, primary screen, biochemical, fluorescence polarization, TAMRA-CDK5 oligo, single point | activation, % at 25 µM | purified delta FosB; percent of positive-control signal above neutral wells | 340,000 compounds, 0.99% hits;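 active = mean activation above about 17%, with every replicate also reaching it, limit read from the data, passing the limit was not always enough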;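 note: fluorescence polarization rise as delta FosB binds a TAMRA Cdk5 AP-1 oligo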
Target sequence (P13346 whole entry, looked up): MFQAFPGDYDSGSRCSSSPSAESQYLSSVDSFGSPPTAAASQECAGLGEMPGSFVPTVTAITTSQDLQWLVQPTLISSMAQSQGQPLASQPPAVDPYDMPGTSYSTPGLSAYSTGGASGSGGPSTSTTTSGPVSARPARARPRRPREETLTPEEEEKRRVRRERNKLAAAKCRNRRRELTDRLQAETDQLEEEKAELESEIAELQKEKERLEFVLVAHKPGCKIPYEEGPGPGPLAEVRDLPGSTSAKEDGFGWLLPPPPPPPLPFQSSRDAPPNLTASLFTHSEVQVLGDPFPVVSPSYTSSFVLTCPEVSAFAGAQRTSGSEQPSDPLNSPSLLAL
PKA-R1A act – activators of PKA-R1A holoenzyme, primary screen, biochemical, fluorescence polarization, Cy5-IP20, bovine R1A, mouse PKAc. cAMP-dependent protein kinase type I-alpha regulatory subunit (Bos taurus) + …. PKA-R1A dissociation; scaled: DMSO 0%, 113 µM cGMP 100%. activation, % at 11.4 µM. 340,000 compounds, 0.083% hits;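 active = percent activation above the mean of all tested compounds plus 3 SD, cut at about 19% in these data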;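 note: higher means more PKAc released from R1A so a rise in polarization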
CDK5 inh – inhibitors of human CDK5/p35 kinase, primary screen, biochemical, single concentration; AID 488839, 2010; Cyclin-dependent kinase 5 (Homo sapiens) + Cyclin-dependent kinase 5 activator 1 (Homo …; inhibition, % at 10 µM; Recombinant CDK5/p35, ADP-Glo luminescence, 60 min; 330,000 compounds, 0.01% hits;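 active = highest replicate inhibition of at least 50% and at least 75% of replicates reaching 50%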;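 note: plate controls were DMSO neutral control for no effect and GW8510 at 10 µM for full effect; many of its hits are not listed in these tables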
NSD2 HMT inh – NSD2 histone methyltransferase inhibitors, primary screen, biochemical, AlphaScreen, single concentration, set 2; Histone-lysine N-methyltransferase NSD2 (Homo sapiens), O96028; NSD2 peptide methylation, 120 min; inhibition, % at 12.5 µM; 310,000 compounds, 0.54% hits; AID 743445, 2014; in the data active = inhibition above about 50%
MITF TRPM1 HTS – activators of MITF-driven TRPM1 promoter reporter, primary screen, cell-based, SK-MEL-5, luciferase, single point | SK-MEL-5 TRPM1-promoter luciferase, 24 h; % of positive control, neutral wells = 0 | activation, % at 12.5 µM | 300,000 compounds, 0.75% hits | AID 588334, 2011;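 active = mean activation of at least 80% with every replicate also reaching 80%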;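 note: 0% = neutral control wells and 100% = parthenolide positive control wells; values of inactives mirror those of a sister screen read the other way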
SR-BI DiI-HDL act – activators of SR-BI mediated DiI-HDL uptake, primary screen, ldlA[mSR-BI] CHO cells, DiI fluorescence. 3 h; 100 = double the neutral-control signal. 320,000 compounds, 0.096% hits. activation, % at 12.5 µM. AID 504775, 2011;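 active = mean replicate activation of at least 60% and every replicate at or above 60%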;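 note: 0% = median plate neutral-control signal and 100% = twice that signal; values of inactives mirror those of a sister screen read the other way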
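Test system: SR-BI-overexpressing, LDLR-lacking CHO cells; Medium: Ham's F12 with 0.5% BSA, HEPES 25 mM, pH 7.4; Schedule: 3 h, 37 °C; Technique: bottom-read fluorescence, 550/595 nm.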
Numbers without * were called inactive; · = no result given. An unsorted share of the library. Share with any hit: about 4.7%.

SMILES	Arr AP2 block	SUMO Mot1 rescue	PKA-R2B act	Pemphigus Ab inh	SR-BI HDL uptake	dFosB act	PKA-R1A act	CDK5 inh	NSD2 HMT inh	MITF TRPM1 HTS	SR-BI DiI-HDL act
CN(Cc1ccc(Cl)c(Cl)c1)C(=O)CN1C(=O)NC2(CCCC2)C1=O	-1.4	9.9	-1.6	96.4	-9.5	3.3	-1.8	-0.6	-0.4	3.1	9.5
CCC(=O)N(CC(=O)Nc1sc(C)c(C)c1C(N)=O)Cc1ccc(F)cc1	4.2	1.4	-4.7	101.4	-2.7	-9.7	-18.9	1.4	-2.8	1.2	2.7
CCCCN(C(=O)Cc1ccc(S(=O)(=O)N2CCOCC2)s1)c1c(N)n(CC(C)C)c(=O)[nH]c1=O	5.7	·	1.5	106.2	-21.8	-16.7	-7.2	2.3	2.3	5.6	21.8
CCOc1ccc(Br)cc1S(=O)(=O)Nc1ccc(C(=O)OC(C)C(=O)N(C)c2ccccc2)cc1 (stereo not drawn)	9.6	-3.1	1.6	101.9	-5.8	-5.2	-9.3	-1.9	0.4	-6.0	5.8
O=c1[nH]c2ccccc2n1Cc1ccccc1	-5.7	-13.6	1.9	97.0	-15.3	1.1	-15.2	1.0	·	-1.5	15.3
O=C(CS(=O)(=O)c1ccccc1)Nc1nccs1	24.7	7.0	3.5	99.0	·	-3.9	-13.1	1.1	-1.5	-2.0	·
CCn1c(=O)n(CC(=O)NCc2ccco2)c(=O)c2ccccc21	4.2	3.5	-1.6	·	-3.0	6.6	-3.2	-0.9	1.8	-3.2	3.0
CC(=O)c1ccccc1OC(=O)CCN1C(=O)c2ccccc2C1=O	-2.1	5.4	-6.9	88.7	-2.8	-6.3	-4.7	0.5	-1.7	0.7	2.8
Cc1ccc(N2CCN(S(=O)(=O)N3CCCCCC3)CC2)cc1Cl	17.6	-12.0	5.5	92.5	9.7	-6.1	7.5	-0.7	-2.7	-3.4	-9.7
Cc1ccc(NC(=O)NNC(=O)c2ccccc2)cc1	3.2	-5.6	-4.4	100.6	·	-4.1	4.9	-0.4	-0.4	11.5	·
CCOC(=O)c1c(NC(=O)CSc2nc3ccccc3c(=O)n2-c2ccc(F)cc2)sc(C(C)=O)c1C	5.0	0.2	-0.4	91.7	6.3	-0.2	2.7	0.5	-10.2	1.4	-6.3
CC(=O)Nc1ccc(NC(=O)CSc2nc(C)nc3sc(C)c(C)c23)cc1	7.6	11.7	-10.2	105.2	10.0	-15.1	0.5	-4.0	29.7	-8.2	-10.0
CO/N=C/NC(=O)NOCc1ccc(Cl)cc1Cl	-6.8	-16.0	-8.2	108.9	9.3	-0.7	-13.6	-1.0	-1.2	-13.1	-9.3
Cc1ccccc1OCC(=O)Nc1ccccc1N1CCC(C)CC1	11.7	353.2	-0.8	101.2	17.7	-10.0	2.4	-1.7	2.8	-1.2	-17.7
COc1ccc(CNC(=O)CN(C(=O)c2snc(C(N)=O)c2N)c2ccc(F)cc2)cc1	-3.0	-9.7	-3.4	113.1	·	-4.0	-0.5	0.4	-2.9	-3.6	·
COc1ccc(NC(=O)COC(=O)Cc2c[nH]c3ccccc23)cc1Cl	37.7	3.9	-3.7	142.3	-16.1	0.0	0.1	-1.2	1.8	-14.2	16.1
Cc1ccc(S(=O)(=O)NCC(=O)OCC(=O)c2ccc(S(=O)(=O)N3CCCCC3)cc2)cc1C	5.3	·	-9.6	116.3	-21.3	-1.9	6.0	1.2	2.0	8.5	21.3
CC(C)c1ccc(C(C)NC(=O)C2CCCC2)cc1 (stereo not drawn)	-2.6	31.0	2.5	105.6	10.8	-6.5	-9.4	-0.4	-3.2	·	-10.8
Cc1ccc(NC(=O)C(OC(=O)c2cnc(C)cn2)c2ccccc2)c([N+](=O)[O-])c1 (stereo not drawn)	1.0	-7.0	4.0	·	-22.9	-14.2	-4.5	0.5	0.3	1.2	22.9
O=c1[nH]c(NNC(=S)NC2CCCCC2)nc2c1C1(CCCC1)Cc1ccccc1-2	-34.8	-29.1	-0.4	107.7	·	-14.7	-11.9	3.5	4.5	1.7	·
Cc1cc(C(=O)NNC(=O)CN2C(=O)NC(C)(c3ccccc3)C2=O)c(C)o1 (stereo not drawn)	-4.5	-5.7	14.1	97.6	-11.4	-0.2	11.6	0.0	2.2	6.1	11.4
COc1ccc(/C=C2\CCc3c2nc2ccccc2c3C(=O)O)cc1OC	-8.5	-10.8	-4.5	100.8	·	-2.3	-2.9	-2.6	2.9	24.6	·
Cc1ccc(CNC(=O)Cn2c(=O)oc3ccccc32)o1	27.9	·	-2.2	100.2	14.0	6.6	4.5	-1.7	-1.4	2.2	-14.0
CCCCCn1nc(C(=O)OCC(=O)c2c(N)n(C)c(=O)n(C)c2=O)c2ccccc2c1=O	45.2	-6.1	-1.0	·	12.0	-18.5	4.0	1.5	0.3	-2.2	-12.0
CSCC[C@H](NC(=O)Nc1ccccc1C)C(=O)O	26.8	3.6	2.9	94.7	12.1	-2.4	-1.8	1.1	-2.2	4.6	-12.1
COc1ccc(-n2c(SCC(=O)NCC3CCCO3)nc3c(c2=O)SCC3)cc1 (stereo not drawn)	-0.3	-15.4	0.7	107.1	-10.9	5.0	-8.2	2.1	2.7	-7.9	·
COc1cc(OC)c(C2C(C(=O)Nc3ccc(C)cc3C)=C(C)Nc3ncnn32)cc1OC (stereo not drawn)	0.1	-22.1	14.3	100.7	-3.1	-2.5	6.3	-1.6	2.0	-3.7	3.1
COc1ccccc1CNc1nc(-c2cc(C)n(C)c2C)cs1	2.4	·	-6.3	96.2	13.9	18.0*	14.8	-0.3	·	1.3	-13.9
CN(C(=O)c1ccccc1C(=O)OCC(=O)c1ccc(Br)cc1)c1ccccc1	8.2	70.2	-15.8	107.2	23.1	-7.2	-20.2	0.5	0.5	-13.9	-23.1
CCCCNC(=NCc1cccc(C(F)(F)F)c1)Nc1ccccc1	-10.2	-7.8	-8.3	104.7	-4.7	-2.2	-2.0	-0.6	1.4	1.1	4.7
CCN(CCn1cccn1)C(=O)C1CCC(=O)N(CCc2cccc(F)c2)C1 (stereo not drawn)	41.5	689.2*	-4.6	109.7	-0.3	-17.9	6.0	1.1	-0.6	3.9	0.3
CCn1ncc(Cl)c1C(=O)Nc1ccc2c(c1)CCC2	1.0	87.9	-1.5	·	26.9	0.7	-12.6	-0.9	-3.6	15.4	-26.9
COc1ccccc1OCC(=O)NCC(c1cccs1)N1CCOCC1 (stereo not drawn)	-10.8	-3.9	-10.8	113.7	-16.3	-0.6	-5.4	1.4	0.9	2.5	16.3
Cc1ccc(S(=O)(=O)/N=C(/Sc2ccccc2C(=O)O)c2ccccc2)cc1	8.2	342.3	1.1	101.2	7.6	-2.5	1.8	1.2	-5.7	17.8	-7.6
COc1cc(C(=O)O)c2ccccc2n1	-1.5	-17.0	-6.8	81.8	-0.1	-8.4	1.4	-0.6	-0.4	2.4	0.1
Nc1c(C(=O)Nc2cccc(F)c2)nnn1-c1cccc(C(F)(F)F)c1	35.7	6.3	-8.5	93.4*	42.1	-1.0	-2.3	1.8	-2.3	79.4	-42.1
COc1ccc(C2CC(=O)c3cnc(NC(=O)c4ccccc4)nc3C2)c(OC)c1 (stereo not drawn)	6.2	148.6	-2.2	110.1	26.9	1.7	-7.2	1.0	-2.1	-3.0	-26.9
COc1ccc2nc(N3C(=O)CC(Cc4ccc(Cl)cc4)C3=O)sc2c1 (stereo not drawn)	2.9	-1.9	-2.8	103.0	20.4	-10.9	-7.0	1.4	-0.2	0.5	-20.4
O=C(Nc1ccc(Cl)cc1Cl)c1ccc2c(c1)OCCO2	34.5	-0.1	-12.0	·	7.9	-18.0	-6.4	-0.8	-1.0	50.0	-7.9
Cc1ccc(N2C(=NC(=O)c3ccccc3)SC3CS(=O)(=O)CC32)cc1 (stereo not drawn)	-2.1	-21.8	-11.2	·	-2.1	-12.1	-6.3	0.6	0.2	0.9	2.1
Cc1occc1C(=O)Nc1sc2c(c1C(N)=O)CCCCC2	1.9	-15.7	3.2	100.1	73.4*	1.4	-8.7	-0.6	3.4	69.1	-73.4
C[C@]12c3[nH]c4cc(-c5ccco5)ccc4c3CCN1C(=O)[C@@H](CC(=O)NCc1cccc(C(F)(F)F)c1)C[C@@H]2C(=O)N1CCOCC1	7.8	·	2.5	110.6	26.1	-6.7	-8.3	-2.0	·	-0.1	-26.1
Cc1cc2c(NC(=O)Nc3ccc(F)cc3)cccc2nn1	-23.5	-7.5	-1.0	106.3	-6.9	5.2	-9.8	1.0	0.7	·	6.9
CN(C)C(=O)c1sccc1Oc1ccc(F)cc1[N+](=O)[O-]	34.4	-1.4	8.0	94.7	-7.9	0.6	10.0	-0.3	-1.4	6.6	7.9
O=c1c2ccccc2cnn1-c1ccc(Cl)cc1	-1.2	-15.1	4.2	·	-5.7	-0.8	-2.7	2.0	·	26.8	5.7
COc1ccccc1CNC(=O)CCCC(=O)n1ncc2cc(C)ccc21	-1.8	17.3	-4.3	98.4	-1.9	3.0	7.1	-1.6	·	·	1.9
